procasp7 counter = counter-screen for procaspase-3 activators: activators of human procaspase-7 | P55210 | recombinant procaspase-7, Ac-DEVD-pNA absorbance 405 nm; D23A/D198A/D206A triple mutant, cannot self-cleave; scale: DMSO 0, 5 µM enzyme 100 | activation, % at 8.5 µM | hit rate 0.093% among 330,000 | AID 463210;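 active = percent activation above the screen-wide mean plus 3 SD, cut at about 25% in these data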
Target sequence (P55210 whole entry D23A/D198A/D206A): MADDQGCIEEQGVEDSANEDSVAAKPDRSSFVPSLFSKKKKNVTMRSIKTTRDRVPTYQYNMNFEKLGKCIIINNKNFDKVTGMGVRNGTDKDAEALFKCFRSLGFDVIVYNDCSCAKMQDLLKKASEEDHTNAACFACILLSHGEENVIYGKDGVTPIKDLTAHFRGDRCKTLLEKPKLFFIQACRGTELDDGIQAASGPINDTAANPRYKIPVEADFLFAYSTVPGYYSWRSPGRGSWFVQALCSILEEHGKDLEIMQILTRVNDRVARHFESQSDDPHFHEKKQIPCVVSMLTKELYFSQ
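Assay system – Uncleavable procaspase-7 mutant enzyme · Quantity – 2 µM procaspase-7 mutant as dispensed · Times – 1 h preincubation, 2 h reaction · Dosing – single nominal 8.5 µM compound dose, 0.8% DMSO final · Buffer or medium – Zinc-free 50 mM HEPES buffer, pH 7.4, with NaCl and Triton X-100 · Detection – Epi-absorbance of released pNA at 405 nm, two timepoints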
HCV core dimer = HCV core protein dimerization inhibition; TR-FRET GST/Flag-core106 dimerization, 1536-well; inhibition, % at 5 µM; hit rate 0.33% among 300,000;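 active = inhibition above the mean of all tested compounds plus 3 SD, set per screening campaign, cut at about 45% in these data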
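test system = GST/Flag-tagged HCV core106 proteins | probe or stimulus = Eu donor and XL665 acceptor anti-tag antibodies | times = compound-protein-antibody incubation 4 h at 22.5 °C | signal = TR-FRET, excitation 340 nm, emission 617 and 671 nm | measure = percent inhibition of core106 dimerization signal | controls = wells lacking GST-core106 and wells with excess unlabelled core106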
TPT1 inh = C. albicans TPT1 enzyme inhibition | AID 1962 | inhibition, % at 5 µM | recombinant caTPT1, FP RNA substrate dephosphorylation | hit rate 0.81% among 300,000;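 active = inhibition above the mean of all tested compounds plus 3 SD, set per screening campaign, cut at about 24% in these data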;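 note: plate controls were DMSO alone for no effect and ferristatin control at 100 nM for full effect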
proCasp3 act = activators of human procaspase-3. P42574. hit rate 0.11% among 330,000. recombinant procaspase-3 D3A, Ac-DEVD-pNA absorbance 405 nm. AID 463141. activation, % at 8.5 µM;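 active = activation above the mean of all tested compounds plus 3 SD, cut at about 21% in these data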;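 note: 0% = DMSO alone and 100% = DMSO wells spiked with extra 5 µM PC-3 D3A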
Target sequence (P42574 whole entry D9A/D28A/D175A): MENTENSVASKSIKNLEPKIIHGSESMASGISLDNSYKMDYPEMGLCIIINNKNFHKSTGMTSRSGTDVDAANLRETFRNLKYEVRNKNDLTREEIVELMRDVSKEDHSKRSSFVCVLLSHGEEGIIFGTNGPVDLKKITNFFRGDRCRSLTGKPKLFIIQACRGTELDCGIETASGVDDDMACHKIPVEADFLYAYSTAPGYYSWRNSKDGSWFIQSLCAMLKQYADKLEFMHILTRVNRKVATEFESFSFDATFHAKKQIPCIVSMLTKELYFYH
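Assay system – Procaspase-3 D3A mutant · Benchmarks – DMSO low control, extra-enzyme high control · Technique – 405 nm absorbance of p-nitroaniline, reads at 0 and 120 min · Doses – 8.5 µM nominal · Measure – % activation between DMSO and enzyme-spiked controls · Also added – Ac-DEVD-pNA chromogenic peptide substrate · Schedule – 1 h compound preincubation, 2 h substrate hydrolysis at 25 °C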
PP1 counter = blocks human PP1-alpha phosphatase, a PP5 counter-screen. purified PP1alpha, OMFP fluorescence. inhibition, % at 6.7 µM. hit rate 0.9% among 320,000. AID 2235. P62136;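 active = inhibition above the mean inhibition of all tested compounds plus 3 SD, computed separately for each screening campaign, cut at about 15% in these data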
Efflux pump inh = antifungal efflux pump inhibition, Nile Red retention; hit rate 0.44% among 330,000; S. cerevisiae Candida pump triplex; AID 485275; inhibition, % at 10 µM;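 active = plate passing quality check with inhibition over a set limit, or well fluorescence over plate mean plus 4 SD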;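 note: Nile Red retained in pooled yeast measured as flow cytometry median fluorescence; 0% = buffer negative control and 100% = Enniatin B positive control; higher means more Nile Red kept so more efflux inhibition; some compounds called inactive have numbers as strong as hits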
GASC-1 inh = human JMJD2C demethylase inhibition; Q9H3R0; GST-JMJD2C(1-420) H3K9me3 demethylation, DELFIA europium; inhibition, % at 2.35 µM; hit rate 0.069% among 330,000; AID 2099;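 active = more than half of a compound's replicate wells show inhibition beyond 50%, single wells judged on their own value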;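 note: signal counts dimethyl H3K9 product captured on neutravidin plate; 0% = median of DMSO wells and 100% = 0.3 times that DMSO median; strong numbers were not always called active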
Target sequence (Q9H3R0 1-420 limits assumed): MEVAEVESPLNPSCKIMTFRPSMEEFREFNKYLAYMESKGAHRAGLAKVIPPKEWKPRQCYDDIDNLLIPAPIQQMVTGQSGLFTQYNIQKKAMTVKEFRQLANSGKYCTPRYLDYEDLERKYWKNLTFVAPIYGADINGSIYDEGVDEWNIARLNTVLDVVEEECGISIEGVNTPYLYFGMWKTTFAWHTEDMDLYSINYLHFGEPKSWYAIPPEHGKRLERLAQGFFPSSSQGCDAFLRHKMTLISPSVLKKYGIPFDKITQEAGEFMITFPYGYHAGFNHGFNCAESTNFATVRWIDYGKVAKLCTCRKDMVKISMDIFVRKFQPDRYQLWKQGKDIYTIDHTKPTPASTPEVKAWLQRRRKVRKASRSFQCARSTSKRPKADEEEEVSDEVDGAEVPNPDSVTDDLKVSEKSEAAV
CTSL1 counter = blocks F. hepatica cathepsin L1 in PFM18AAP counter-screen; recombinant F. hepatica cathepsin L1, Z-Leu-Arg-MCA fluorescence; inhibition, % at 5.96 µM; hit rate 0.49% among 300,000; AID 1906;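 active = inhibition above the mean of all tested compounds plus 3 SD, set per screening campaign, cut at about 17% in these data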;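 note: 0% = plate median of test compound wells and 100% = 1 µM Z-Phe-Ala-diazomethylketone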
PP5 inh = inhibitors of human protein phosphatase 5 (PP5); hit rate 0.18% among 320,000; purified PP5c, OMFP substrate fluorescence; inhibition, % at 6.7 µM;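 active = inhibition above the campaign's mean inhibition across all tested compounds plus 3 SD, cut at about 9.5% in these data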;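 note: 0% = DMSO only and 100% = 100 µM cantharidin control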
Numbers without * were called inactive.

How did COCCN(C(=O)CN1CCCc2ccccc21)c1c(N)n(Cc2ccccc2)c(=O)[nH]c1=O do in these assays?
procasp7 counter: -4; HCV core dimer: -1; TPT1 inh: 11; proCasp3 act: 0; PP1 counter: 2; Efflux pump inh: 0.1; GASC-1 inh: 1; CTSL1 counter: 2; PP5 inh: 1.3

How did COCCNC(=O)CSc1nc2sccc2c(=O)n1-c1ccccc1 do in these assays?
procasp7 counter: -7; HCV core dimer: 12; TPT1 inh: 2; proCasp3 act: -8; PP1 counter: 1; Efflux pump inh: 0.1; GASC-1 inh: 12; CTSL1 counter: 0; PP5 inh: -1.1

Results for COc1ccc(CSc2nc(C)cc(=O)[nH]2)cc1 ?
procasp7 counter: 10; HCV core dimer: 4; TPT1 inh: -2; proCasp3 act: 6; PP1 counter: 1; Efflux pump inh: -0.1; GASC-1 inh: 0; CTSL1 counter: -4; PP5 inh: 0.5

What do the screens show for `O=C(O)c1cc2c(s1)CCCC2`?
procasp7 counter: -1; HCV core dimer: 1; TPT1 inh: -5; proCasp3 act: 11; PP1 counter: -2; Efflux pump inh: 0.0; GASC-1 inh: -6; CTSL1 counter: -4; PP5 inh: -0.5

Results for COc1cc(NC(=S)N(C)C)c(OC)cc1Cl ?
procasp7 counter: 0; HCV core dimer: -2; TPT1 inh: 0; proCasp3 act: 2; PP1 counter: -4; Efflux pump inh: 0.0; GASC-1 inh: -1; CTSL1 counter: 3; PP5 inh: 0.3

What do the screens show for `CC(CNC(=O)c1ccc(-c2ccccc2)cc1)CN(C)C` (stereo not given)?
procasp7 counter: 5; HCV core dimer: -3; TPT1 inh: 1; proCasp3 act: -4; PP1 counter: -3; Efflux pump inh: 0.0; GASC-1 inh: -7; CTSL1 counter: -2; PP5 inh: 0.4

How did CCc1cc(=O)oc2c(C)c(O)c(CN(C)C)cc12 do in these assays?
procasp7 counter: 5; HCV core dimer: 8; TPT1 inh: 2; proCasp3 act: 5; PP1 counter: -3; Efflux pump inh: 0.0; GASC-1 inh: -7; CTSL1 counter: 3; PP5 inh: 0.9

Results for CCC1CCCCN1C(=O)Nc1cccc(NC(=O)N2CCCCC2CC)c1 (stereo not given) ?
procasp7 counter: -4; HCV core dimer: 3; TPT1 inh: 2; proCasp3 act: 5; PP1 counter: 0; Efflux pump inh: 0.1; GASC-1 inh: -10; CTSL1 counter: 1; PP5 inh: -0.8

Results for COc1ccc(CCNC(=O)CSc2nn(-c3ccccc3)c(=S)s2)cc1OC ?
procasp7 counter: -5; HCV core dimer: 9; TPT1 inh: -2; proCasp3 act: 2; PP1 counter: -4; Efflux pump inh: 0.1; GASC-1 inh: 5; CTSL1 counter: -3; PP5 inh: 2.7

How did Clc1ccc(OCCCCCN2CCOCC2)cc1 do in these assays?
procasp7 counter: -6; HCV core dimer: 3; TPT1 inh: -3; proCasp3 act: 2; PP1 counter: -3; Efflux pump inh: 0.0; GASC-1 inh: 6; CTSL1 counter: -1; PP5 inh: 0.3

How did O=C(Cc1ccccc1)NCC(=O)OCC(=O)c1cccc([N+](=O)[O-])c1 do in these assays?
procasp7 counter: 4; HCV core dimer: -5; TPT1 inh: 0; proCasp3 act: 3; PP1 counter: -1; Efflux pump inh: -0.1; GASC-1 inh: 2; CTSL1 counter: -10; PP5 inh: 2.8

How did CCc1c(C)nc(SCC(=O)NNC(=O)c2ccco2)[nH]c1=O do in these assays?
procasp7 counter: 4; HCV core dimer: -2; TPT1 inh: -3; proCasp3 act: 4; PP1 counter: 2; Efflux pump inh: -0.1; GASC-1 inh: 2; CTSL1 counter: -1; PP5 inh: 0.4

What do the screens show for `Cc1ccc(S[C@@H](CCN2CC[C@H](C)CCC2=O)c2ccccc2)cc1`?
procasp7 counter: -6; HCV core dimer: 15; TPT1 inh: 0; proCasp3 act: -1; PP1 counter: 4; Efflux pump inh: 0.0; GASC-1 inh: -5; CTSL1 counter: 5; PP5 inh: 4.7

How did O=S(=O)(Nc1cccc2c1CCCC2)c1cccc(C(F)(F)F)c1 do in these assays?
procasp7 counter: 3; HCV core dimer: 9; TPT1 inh: 1; proCasp3 act: 7; PP1 counter: 3; Efflux pump inh: 0.0; GASC-1 inh: -39; CTSL1 counter: 6; PP5 inh: 6.2

Results for COc1ccc(CCNC(=O)COc2ccc(S(=O)(=O)NC3CCCCC3)cc2Cl)cc1OC ?
procasp7 counter: 9; HCV core dimer: 2; TPT1 inh: 0; proCasp3 act: 4; PP1 counter: -2; Efflux pump inh: -0.5; GASC-1 inh: 1; CTSL1 counter: -1; PP5 inh: 2.0

Results for Cc1noc(C)c1NC(=O)N(C)C[C@H]1Oc2c(NC(=O)C3CC3)cccc2C(=O)N([C@H](C)CO)C[C@@H]1C ?
procasp7 counter: -8; proCasp3 act: 2; Efflux pump inh: -0.2; GASC-1 inh: 1

What do the screens show for `C=CCN1C(=O)CSc2ccc(C(=O)NCCC3=CCCCC3)cc21`?
procasp7 counter: 0; HCV core dimer: 3; TPT1 inh: -2; proCasp3 act: 1; PP1 counter: -6; Efflux pump inh: 0.0; GASC-1 inh: -3; CTSL1 counter: -1; PP5 inh: 1.1

Results for O=C(O)CC(NC(=O)c1sc2ccccc2c1Cl)c1ccc(OC2CCCC2)cc1 (stereo not given) ?
procasp7 counter: 6; HCV core dimer: 20; TPT1 inh: -1; proCasp3 act: 7; PP1 counter: 3; Efflux pump inh: 0.0; GASC-1 inh: -10; CTSL1 counter: -1; PP5 inh: 1.7

How did CCN(CC)C(=O)c1ccc2c(c1)nnn2C do in these assays?
procasp7 counter: 4; HCV core dimer: -3; TPT1 inh: 4; proCasp3 act: -7; PP1 counter: -6; Efflux pump inh: 0.1; GASC-1 inh: -6; CTSL1 counter: -4; PP5 inh: 3.7

Results for COc1ccc(C2c3c(-c4ccccc4O)n[nH]c3C(=O)N2Cc2ccco2)cc1 (stereo not given) ?
procasp7 counter: -1; HCV core dimer: 9; TPT1 inh: -2; proCasp3 act: -2; PP1 counter: 3; Efflux pump inh: 0.1; GASC-1 inh: -20; CTSL1 counter: 1; PP5 inh: 5.6

The last two compounds of the part above lead into the next.
How did CCN(CC)C(=O)c1ccc2c(c1)nnn2C do in these assays?
procasp7 counter: 4; HCV core dimer: -3; TPT1 inh: 4; proCasp3 act: -7; PP1 counter: -6; Efflux pump inh: 0.1; GASC-1 inh: -6; CTSL1 counter: -4; PP5 inh: 3.7

Results for COc1ccc(C2c3c(-c4ccccc4O)n[nH]c3C(=O)N2Cc2ccco2)cc1 (stereo not given) ?
procasp7 counter: -1; HCV core dimer: 9; TPT1 inh: -2; proCasp3 act: -2; PP1 counter: 3; Efflux pump inh: 0.1; GASC-1 inh: -20; CTSL1 counter: 1; PP5 inh: 5.6

What do the screens show for `COc1ccc(S(=O)(=O)N2CCCCCC2)cc1C(=O)N(C)CC(=O)Nc1ccccc1C(F)(F)F`?
procasp7 counter: 3; proCasp3 act: 1; PP1 counter: -4; Efflux pump inh: -0.4; GASC-1 inh: 7; PP5 inh: 2.9

What do the screens show for `CCOc1ccccc1N1CC(C(=O)Nc2ccccc2CC)CC1=O` (stereo not given)?
procasp7 counter: 10; HCV core dimer: 4; TPT1 inh: -5; proCasp3 act: -3; PP1 counter: -3; Efflux pump inh: 0.0; GASC-1 inh: -27; CTSL1 counter: -5; PP5 inh: 0.1

How did COc1ccc(CCN=C(NS(=O)(=O)c2ccc(Cl)cc2)c2ccccc2)cc1 do in these assays?
procasp7 counter: -4; HCV core dimer: 5; TPT1 inh: 2; proCasp3 act: -7; PP1 counter: 5; Efflux pump inh: 0.1; GASC-1 inh: 35; CTSL1 counter: -4; PP5 inh: -1.0

Results for Cc1ccc(NC(=O)C2CCCN(C(=O)Nc3ccc(F)cc3)C2)cc1 (stereo not given) ?
procasp7 counter: 0; HCV core dimer: -1; TPT1 inh: 0; proCasp3 act: 9; PP1 counter: -4; Efflux pump inh: -0.3; GASC-1 inh: 2; CTSL1 counter: 0; PP5 inh: 3.2

Results for COc1cc(CC(=O)OCC(=O)N2C(C)CCCC2C)cc(OC)c1OC (stereo not given) ?
procasp7 counter: 10; HCV core dimer: -2; TPT1 inh: 1; proCasp3 act: -4; PP1 counter: -2; Efflux pump inh: 0.2; GASC-1 inh: 6; CTSL1 counter: 0; PP5 inh: 1.9

Results for CCOc1ccc(-c2c(C(=O)N/N=C/c3ccncc3)nnn2-c2nonc2N)cc1 ?
procasp7 counter: 10; HCV core dimer: -4; TPT1 inh: 2; proCasp3 act: 1; PP1 counter: 1; Efflux pump inh: 0.3; GASC-1 inh: -7; CTSL1 counter: 0; PP5 inh: -3.1

How did CSc1nc2n(n1)C(C)C1=C(CCCC1=O)N2 (stereo not given) do in these assays?
procasp7 counter: 8; HCV core dimer: 0; TPT1 inh: -1; proCasp3 act: 2; PP1 counter: -3; Efflux pump inh: 0.0; GASC-1 inh: -13; CTSL1 counter: -1; PP5 inh: 1.4

What do the screens show for `O=C(NCc1ccc(Cl)cc1)c1noc2c1CCCC2`?
procasp7 counter: -9; HCV core dimer: -5; TPT1 inh: 1; proCasp3 act: 0; PP1 counter: 1; Efflux pump inh: -0.3; GASC-1 inh: -6; CTSL1 counter: -3; PP5 inh: -0.9

How did NC(=O)c1ccccc1NC(=O)c1cccc(C(=O)Nc2ccccc2C(N)=O)n1 do in these assays?
procasp7 counter: 4; HCV core dimer: 18; TPT1 inh: -2; proCasp3 act: 2; PP1 counter: -2; Efflux pump inh: 0.1; GASC-1 inh: 12; CTSL1 counter: 3; PP5 inh: -0.2

Results for COc1ccc([C@H]2Cc3cccc(O)c3C(=O)O2)cc1O ?
procasp7 counter: 5; proCasp3 act: 5; PP1 counter: 0; Efflux pump inh: -0.5; GASC-1 inh: -1; PP5 inh: -0.6

How did Cc1oc2cc3oc(=O)c4c(c3cc2c1C)CCC4 do in these assays?
procasp7 counter: 5; HCV core dimer: 1; TPT1 inh: -2; proCasp3 act: 7; PP1 counter: -4; Efflux pump inh: 0.0; GASC-1 inh: 8; CTSL1 counter: -4; PP5 inh: 2.3

Results for O=C(NCCS(=O)(=O)NCc1ccc(F)cc1)c1ccc2c(c1)OCO2 ?
procasp7 counter: 16; HCV core dimer: 2; TPT1 inh: 0; proCasp3 act: -6; PP1 counter: -3; Efflux pump inh: -0.1; GASC-1 inh: -5; CTSL1 counter: 1; PP5 inh: -1.5

Results for CCOc1ccccc1OCC(=O)Oc1ccc(C)c(C)c1 ?
procasp7 counter: -5; HCV core dimer: -1; TPT1 inh: 0; proCasp3 act: 1; PP1 counter: 1; Efflux pump inh: 0.1; GASC-1 inh: 8; CTSL1 counter: -18; PP5 inh: 2.4

Screening results (PubChem BioAssay)

Rows were taken by chance; any-hit rate near 2.9%.
